thrombin 1536: thrombin (human) inhibition; hit rate 0.26% among 220,000; inhibition, % at 5 µM; alpha-thrombin, Boc-VPR-AMC fluorogenic substrate cleavage; AID 1046;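 active means inhibition at or above 40%; inactive means inhibition below 40%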;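 further: 0% = enzyme with no compound and 100% = wells without enzyme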
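System – human alpha-thrombin protein · Reagent – Boc-VPR-AMC substrate, 15 µM final · Compound – 5 µM single dose in 0.2% DMSO · Schedule – reaction at room temperature · Technique – AMC fluorescence at 355 nm excitation and 460 nm emission · Read-out basis – % inhibition relative to enzyme controls and enzyme-free blanks · Control set – no-compound enzyme wells and no-enzyme blanks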
zfTRPN1 agonist: zebrafish TRPN1 (NompC) channel agonism. HEK293 zebrafish TRPN1-YFP, Fluo-8 calcium fluorescence; 100% = response to 87 µM carbachol. activation, % at 3 µM. hit rate 0.18% among 220,000. AID 1424;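 active means activation above its plate's cutoff, the mean activation of test wells on that plate plus 3 SD, cut at about 19% in these data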;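 further: 0% = DMSO alone and 100% = 87 µM carbachol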
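Assay system: Zebrafish TRPN1-YFP in HEK293 cells | Incubation: Dye loading 1 h at 37 °C, then 30 min room temperature | Measured by: Kinetic Fluo-8 fluorescence, ex 470-495, em 515-575 nm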
TbHK1 inh: T. brucei hexokinase 1 inhibition | recombinant TbHK1, G6PDH-coupled NADH A340 | inhibition, % at 10 µM | hit rate 0.11% among 220,000 | AID 1430;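 active means inhibition of 50% or more in the single-dose primary screen; inactive means inhibition below 50%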
m-calpain inh: blocks pig calpain II enzyme activity; inhibition, % at 16 µM; hit rate 0.37% among 220,000; purified calpain II, fluorogenic peptide substrate, 30 min;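 active means inhibition above about 50%, limit read from the data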
Furin inh: human furin inhibition; P09958; purified furin, fluorogenic substrate cleavage; inhibition, % at 30 µM; hit rate 0.061% among 220,000; AID 463115; in the data active means inhibition above about 25%; further: inactives centre near -15
PPC-1+TRAIL kill: kills PPC-1 cancer cells in the presence of TRAIL; cell killing (% activity), % at 4 µM; PPC-1 cells + TRAIL, ATPLite viability luminescence; hit rate 0.41% among 220,000; AID 1443;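 active means cell killing above 50% in the first pass at 4 µM, then a duplicate retest at 5 µM averaging 50% or more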;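 further: plate controls were cells with TRAIL plus DMSO for no effect and medium-only wells lacking cells for full effect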
TRPML3 ag: agonists of human TRPML3 channel; activation, % at 3 µM; Q8TDD5; HEK293 TRPML3-YFP, Fluo-8 calcium fluorescence; 100% = the carbachol control signal; hit rate 0.29% among 220,000;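 active means activation above its plate's cutoff, the mean activation of the plate's test wells plus 3 SD, cut at about 12% in these data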;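 further: 0% = DMSO only wells and 100% = carbachol wells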
Target sequence (Q8TDD5 whole entry, looked up): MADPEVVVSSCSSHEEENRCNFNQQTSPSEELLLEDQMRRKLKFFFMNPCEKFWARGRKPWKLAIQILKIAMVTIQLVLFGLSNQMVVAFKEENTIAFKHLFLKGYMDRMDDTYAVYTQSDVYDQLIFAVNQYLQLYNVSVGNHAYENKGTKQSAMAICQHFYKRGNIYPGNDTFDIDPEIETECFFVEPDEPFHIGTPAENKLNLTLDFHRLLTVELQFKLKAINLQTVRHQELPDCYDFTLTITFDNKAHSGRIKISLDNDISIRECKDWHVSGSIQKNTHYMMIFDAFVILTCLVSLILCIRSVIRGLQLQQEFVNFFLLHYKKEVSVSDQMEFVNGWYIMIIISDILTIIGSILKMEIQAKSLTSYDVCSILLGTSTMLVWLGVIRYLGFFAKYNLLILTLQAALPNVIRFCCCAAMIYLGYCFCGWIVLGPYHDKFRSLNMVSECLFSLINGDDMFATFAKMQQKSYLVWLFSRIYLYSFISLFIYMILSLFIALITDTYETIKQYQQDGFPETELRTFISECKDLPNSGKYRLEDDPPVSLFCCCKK
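Material: HEK293 cells stably carrying human TRPML3-YFP; compound dosing: single dose, 3 µM final nominal compound, 0.3% DMSO final; incubation: 1-h 37 °C dye load, 5-s basal, 120-s post-compound reads; technique: Fluo-8 intracellular calcium fluorescence, excitation 470-495 nm, emission 515-575 nm; read-out basis: percent activation from peak-to-basal fluorescence ratio, scaled between DMSO and carbachol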
EBV gp42 block: inhibitors of Epstein-Barr virus glycoprotein 42. inhibition, % (tested at 21.74 µM). Q1HVG2. Fluorescence polarization binding assay, mP read-out. hit rate 0.42% among 220,000; in the data active means inhibition above about 50%
Target sequence (Q1HVG2 whole entry, looked up): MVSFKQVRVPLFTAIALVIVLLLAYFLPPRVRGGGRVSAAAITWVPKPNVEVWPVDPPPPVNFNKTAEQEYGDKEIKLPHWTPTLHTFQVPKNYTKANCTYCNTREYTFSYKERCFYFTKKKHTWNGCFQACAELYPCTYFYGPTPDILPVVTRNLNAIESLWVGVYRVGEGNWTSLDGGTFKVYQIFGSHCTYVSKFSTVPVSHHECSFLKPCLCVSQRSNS
KCC2 mod: modulates chloride dependent transport by human KCC2; Q9H2X9; KCC2 cells, thallium flux FluoZin-2 fluorescence; B-score of Tl+ flux slope (higher = more flux/activation; lower = inhibition) at 10 µM; hit rate 2.2% among 190,000;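 active means thallium flux slope and its plate-corrected score both differing from the plate sample mean at a set confidence after two filtering rounds, in either direction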;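 further: slope of fluorescence scaled to starting intensity during 10 to 20 s after thallium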
An asterisk follows results filed as active; i = inactive; nt = no result given; [ ] = remark or other dose. Outcome played no part in choosing rows (roughly 3.6% active in at least one column).

SMILES	thrombin 1536	zfTRPN1 agonist	TbHK1 inh	m-calpain inh	Furin inh	PPC-1+TRAIL kill	TRPML3 ag	EBV gp42 block	KCC2 mod
CCOc1ccc(C(=O)N/N=C/c2ccc(-c3ccc(S(=O)(=O)Nc4ncccn4)cc3)o2)cc1	5	0.5	-49	-175	-14[20 µM]	-12	0.6	33	-0.0011
CCOC(=O)NC(NS(=O)(=O)c1ccccc1)(C(=O)OCC)C(F)(F)F (stereo not drawn)	-8	-2.4	-4	10	-22	30	-0.4	-12	0.06
C=C(C)C1CC=C(C)/C(=N/NC(=O)c2cccs2)C1 (stereo not drawn)	-12	-2.4	26	-2	-15	8	0.3	5	-0.0068
CC(=O)N1CCn2c3c(c(=O)c4cc(C)ccc42)CCC31 (stereo not drawn)	2	0.6	-33	-17	-16	13	0.8	-7	-1.6
Cc1cccc(C)c1NC(=O)C1(C)c2cccc[n+]2CC(=O)N1Cc1cccs1 (stereo not drawn)	-3	-0.6	4	-9	-11	24	0.4	-38	-0.096
c1ccc(COC2CCCN(Cc3nc(-c4cccs4)no3)C2)nc1 (stereo not drawn)	-2	1.2	-7	6	-22	-3	1.0	0	0.4
O=C(NC1CCCC1)c1cnc2n(c1=O)CCS2	2	-1.3	-9	16	-26	33	-0.4	-12	nt
Cc1ccc(CN2C(=O)CCC2C(=O)NCCCN2CCC(C)CC2)cc1 (stereo not drawn)	-5	2.2	10	0	-1[20 µM]	15	-0.3	-19	nt
CCS(=O)(=O)c1nc2ccccc2n1CC(=O)N1CCCCC1	3	2.7	3	-9	-16[20 µM]	14	0.2	-24	-0.67
COc1ccc(C(=O)Nc2nnc(-c3ccccc3)o2)cc1OC	-2	0.4	-6	-11	-27	6	1.0	-12	nt
CCOc1cccc(C(=O)Nc2ccc3oc(-c4cccnc4)nc3c2)c1	2	3.7	-16	-65	-3	-11	2.2	4	0.07
N#Cc1ccc(C(=O)Nc2cccc(NC(=O)c3ccco3)c2)c(F)c1	-6	3.0	1	-24	-16	2	1.0	-12	-0.51
CCCCSc1nnc(CCNC(=O)OC(C)(C)C)o1	-1	1.8	6	3	-20	15	0.3	0	0.098
O=C(Nc1ccccc1C(F)(F)F)N1CCN(c2ccc3nncn3n2)CC1	23	2.1	-7	10	-15	1	1.3	0	-0.11
CC(=O)Nc1ccc(NS(=O)(=O)c2cc(C)sc2C)cc1	17	1.1	6	24	-12	-8	0.3	15	0.54
COc1cccc(C2CC(C(F)(F)F)n3ncc(C(=O)NC(C)(C)C)c3N2)c1 (stereo not drawn)	2	0.7	1	-19	-3[20 µM]	16	0.6	-6	0.57
CCOC(=O)N1CCN(c2nc(C)c3c(n2)CC(C)CC3=O)CC1 (stereo not drawn)	1	-0.1	-9	18	-5	4	-0.8	-24	nt
CCn1c(SCC(=O)c2ccc3c(c2)OCCO3)nnc1-c1ccco1	-9	-0.6	-3	-23	24[20 µM]	22	0.0	-15	-0.57
Cc1c(-c2ccc(F)cc2)nc(N)c(C#N)c1-c1cccnc1	23	0.5	-21	5	3	8	-0.3	-5	0.2
CCOC(=O)c1c(C)[nH]c(O)c1C=Nc1ccccc1	3	2.3	-12	29	-12[20 µM]	18	1.1	6	nt
C[C@H](c1ccccc1)n1nnc(COCc2ccccc2)c1C#CCOCc1ccccc1	-3	nt	9	33	-10	17	nt	-12	-0.16
COc1ccc(-c2c3c(=O)n(C)c(=O)n(C)c3cn2-c2ccccc2O)cc1	-12	0.7	-24	-27	-8	2	-0.2	-3	-3
Nc1cccnc1Oc1ccccc1F	0	0.0	-5	8	-21	8	1.0	-11	-0.18
CC(C)C(NC(=O)c1ccc(F)cc1)C(=O)OCC(=O)N1CC(=O)Nc2ccccc21 (stereo not drawn)	-12	0.1	29	19	-6	8	-0.1	-12	1.3
CCOCCCN1C(=O)CN(C2CCCCC2)C(=O)C1c1ccc(OC)c(OC)c1 (stereo not drawn)	-1	-0.5	4	-4	-22	2	0.7	-21	nt
CCC1(CC)Cc2ccccc2C(N)=C1C#N	4	0.8	0	7	1[20 µM]	22	0.0	1	nt
O=S(=O)(c1ccc(Oc2ccc3oc4ccccc4c3c2)nc1)N1CCCC1	-11	0.8	-12	10	-21	11	0.7	-1	-0.0081
CCCC(=O)Nc1cccc(S(=O)(=O)N(C)c2ccccc2)c1	-9	-0.1	1	0	-16	15	-0.1	-13	0.15
Cc1cc(SCC#N)n2nc(C)c(-c3ccccc3)c2n1	3	-0.9	-10	7	-4	21	-1.0	-4	nt
Cc1ccc2nsnc2c1S(=O)(=O)N1CCN(Cc2ccc3c(c2)OCO3)CC1	2	-0.5	-7	4	-11[20 µM]	22	-0.1	-12	nt
CCSc1nc2c(c(-c3ccc(C)o3)c1C#N)CCCC2	3	1.7	5	29	-23[20 µM]	-4	0.0	-2	-1.1
CCN(CC)C(=O)CC(c1ccc2c(c1)OCO2)c1c(OC)cc(OC)c2c(-c3ccccc3)cc(=O)oc12 (stereo not drawn)	-13	nt	-29	-51	-10	3	nt	-3	-1.3
COc1ccc(N2CCN(C(=O)CN(Cc3ccccc3)S(C)(=O)=O)CC2)cc1	-9	1.0	-3	13	-11[20 µM]	15	0.9	-2	-0.71
CCOC(=O)Cc1cc(=O)n2[nH]c(-c3ccc(C)cc3)cc2n1	1	-0.4	-4	-225	-18[20 µM]	24	1.0	-4	-0.2
Cc1nn(C)c(Cl)c1/C=C/C(=O)O	-1	-1.1	1	-17	-31	9	0.8	-3	0.16
CCN1CCN(C2=C(Cl)C(=O)N(Cc3ccccc3)C2=O)CC1	1	2.1	-1	-15	-17[20 µM]	-12	1.4	7	-0.6
CCOC(=O)N1CCN(C(=O)c2cc3c(=O)[nH]c4ccccc4c3s2)CC1	-8	1.1	-13	-89	-8	14	0.3	-21	-0.57
CCn1c([N+](=O)[O-])nc2c1c(=O)[nH]c(=O)n2C	-6	0.6	-10	-21	-8	14	1.4	-4	-0.13
COc1ccc(CN2CNc3c(c(=O)n(C)c(=O)n3C)C2)cc1	0	-0.9	-2	-6	-21	5	0.6	-5	-0.36
COC(=O)C1=C(C)NC(C)=C(C(=O)OC)C1c1ccc(C)o1	-4	-0.1	-16	-13	-12	-4	-0.4	-8	-0.74
OC(C#CCCN1CCCCC1)(c1ccccc1)c1ccccc1	6	-0.7	3	19	-8	-2	0.2	-10	0.76
O=C(COC(=O)c1ccc2c(c1)OCO2)NCc1ccc2c(c1)OCO2	4	-0.4	0	-28	-19[20 µM]	9	0.0	-25	0.07
CCCc1ccc(C(=O)NC(=O)c2ccccc2O)cc1	-8	20*	-23	-2	-22	61*[5 µM]	11	0	-0.88
O=C(CN1CCCC1)Nc1ccc(Br)cc1	0	0.7	-4	-22	-20	10	-0.5	-6	-0.17
Cc1cc(C)nc(NC(C)(C)C(=O)O)n1	-7	2.0	-2	-13	-22	3	-0.3	-8	1.3
O=C(O)CCCC(=O)N1CCCC1	-1	2.2	1	-9	-7	-10	0.6	-12	nt
COC(=O)c1cccc(C23CC4(C2)[C@H](CN(C)[C@@H]4c2ccccc2)C3c2ccc(C(F)(F)F)cc2)c1 (stereo partly drawn)	2	nt	-1	19	-10	6	nt	-22	-0.23
FC(F)(F)c1cnc(Oc2ccccc2-c2nnco2)c(Cl)c1	5	-0.8	-4	9	-10[20 µM]	21	-0.1	-9	1.2
C=C(C)CN(CC)C(=O)COc1ccc(S(=O)(=O)Nc2ccc(OC)cc2)cc1	-6	11	2	24	-3[20 µM]	17	3.9	-23	-0.84
CSc1nc2nc3c(cc2c(=O)n1-c1ccccc1C)COC(C)(C)C3	0	1.3	-20	1	-14	4	0.7	-16	-0.2
O=C(c1cc2c(=O)n3ccccc3nc2s1)N1CCN(Cc2ccc3c(c2)OCO3)CC1	2	1.6	-17	i	-63	9	0.4	-3	-0.99
O=S(=O)(c1ccccc1)c1nc(-c2ccco2)oc1NCc1ccco1	-1	-0.6	-2	-3	-15[20 µM]	5	-0.5	-9	0.75
Cc1ccc(N2C(=O)C3C(C(=O)c4ccccc4)=NN(c4ccccc4)C3C2=O)cc1 (stereo not drawn)	-5	0.0	-1	-178	-15	21	0.3	53*	-0.61
C#CCOC(=O)c1csc2nnsc12	0	-0.9	0	8	23[20 µM]	25	0.5	0	-0.75
Nn1c(SC/C=C/c2ccccc2)nnc1-c1ccccn1	1	0.0	-3	-18	-13	4	0.1	-6	nt
CCC(C)NC(=O)C1c2ccccc2C(=O)N1Cc1ccc(OC)cc1OC (stereo not drawn)	12	-1.2	-1	23	-27[20 µM]	4	-0.1	-7	-0.056
Cn1cc(S(=O)(=O)N2CCC(Cc3ccccc3)CC2)c(=O)n(C)c1=O	3	2.3	-3	-6	-14	-3	0.4	-17	-0.73
Cc1cccc(N2C(=O)CC(Sc3nc(C)c4c(n3)CCCC4)C2=O)c1 (stereo not drawn)	4	1.6	-3	24	-13[20 µM]	5	-1.1	8	-0.22
Cc1cc(=O)oc2cc(NC(=S)NCc3cccnc3)ccc12	-8	0.4	-16	-60	-5	-1	0.0	8	-0.012
CC12CN3CCN(CC(C3)/C1=N/NC(=O)Nc1ccccc1)C2	-10	0.8	4	17	-13	22	0.5	3	2.1

Whole records as entered above.
O=C(O)CCCC(=O)N1CCCC1 is listed as thrombin 1536 = -1; zfTRPN1 agonist = 2.2; TbHK1 inh = 1; m-calpain inh = -9; Furin inh = -7; PPC-1+TRAIL kill = -10; TRPML3 ag = 0.6; EBV gp42 block = -12; KCC2 mod = nt
Nn1c(SC/C=C/c2ccccc2)nnc1-c1ccccn1 is listed as thrombin 1536 = 1; zfTRPN1 agonist = 0.0; TbHK1 inh = -3; m-calpain inh = -18; Furin inh = -13; PPC-1+TRAIL kill = 4; TRPML3 ag = 0.1; EBV gp42 block = -6; KCC2 mod = nt

Following part:
SMILES	thrombin 1536	zfTRPN1 agonist	TbHK1 inh	m-calpain inh	Furin inh	PPC-1+TRAIL kill	TRPML3 ag	EBV gp42 block	KCC2 mod
CCCCCOC(=O)c1ccccc1C(=O)O	-2	0.1	-2	-12	-22	9	1.3	-2	0.073
Cn1c(SCC(=O)N/N=C/C=C/c2ccco2)nc2ccccc21	-2	-0.5	-53	-6	0	5	-0.4	38	-1.3
C=CCSc1nnc2n(CCc3ccccc3)c(=O)c3c4c(sc3n12)COC(C)(C)C4	-6	1.2	-9	4	-19[20 µM]	-3	0.4	-14	0.75
O=C(NCCOC(=O)C1COc2ccccc2O1)C1COc2ccccc2O1 (stereo not drawn)	25	0.5	1	31	-1[20 µM]	2	-0.7	-5	-0.092
CC(=O)OCC(=O)Nc1ccc(N=Nc2ccccc2)cc1	-4	1.5	-39	13	4	20	1.3	3	0.1
O=C(CN1C(=O)C2CCCCN2C(=O)c2ccccc21)N1CCCc2ccccc21 (stereo not drawn)	-4	1.0	36	-2	-10	-3	0.6	-21	nt
